Hsp90 Hop PPI = changes Hsp90-Hop TPR2A binding signal, up or down | AlphaScreen TPR2A-His6 binding biotin-Hsp90 C-terminal peptide | Potency, µM (doses to about 57 µM), for the others: top-dose activity change, negative = inhibition | 0.44% of 71,000 active; active = well fitted curve in either direction with a large enough effect; inconclusive = small, poorly fitted or top-dose-only effect, or another doubt; also: potency is read from the fitted curve at half-maximal effect; % is scaled to controls: 0 for no effect and ±100 for the full control effect; many of its hits are not listed in these tables
Texas Red fluor = compounds fluorescent in Texas Red spectral region. max dye-equivalent concentration, M. AID 587. 0.06% of 59,000 active. Compound fluorescence, Texas Red channel, 547/618 nm; hits give high values; in the data active = max dye-equivalent concentration above about 10 nM; inconclusive = between about 1.1 nM and that limit
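Texas Red-region profiling: compounds in 100 mM Tris pH 8.0 were read at 547/618 nm after 15 min at room temperature. Intensities were normalized against a six-point Texas Red standard series to give dye-equivalent concentration.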
GFP derepression = epigenetic modulators derepressing GFP locus in mouse cells | mouse C127i GFP locus derepression, cytometry, 30 h | Potency, µM (top dose mostly 46.1 µM), without a hit: at the top dose GFP derepression (activation) | 0.09% of 68,000 active | AID 597; also: % of control where 0% means no effect
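Derepression screen: silenced CMV-GFP reporter in murine C127i cells, 30 h compound incubation at 37 C, washed cells imaged by laser-scanning cytometer to enumerate GFP-expressing objects of 20 to 120 um.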
Fluorescein fluor = fluorescein region autofluorescence. Compound autofluorescence, 480/540 nm, fluorescein-equivalent; hits give high values. max fluorescein-equivalent concentration, M. 0.91% of 59,000 active. AID 593; in the data active = max fluorescein-equivalent concentration above about 10 nM; inconclusive = between about 1.1 nM and that limit
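Fluorescein stocks ranging 3 mM down to 300 nM, plus DMSO blanks, were pinned alongside compounds to build a per-plate standard curve. Buffer: 100 mM Tris, pH 8.0. Incubation 15 min, room temperature; filters 480/540 nm.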
FLuc inh = blocks Photinus pyralis firefly luciferase activity; P08659; purified firefly luciferase, luminescence, 8 min; Potency, µM (doses to about 57.1 µM), inactives show at the top dose activity change, negative = inhibition, usual class: inhibitors; 2.2% of 72,000 active; AID 411; also: potency is read from the fitted curve at half-maximal effect; % is scaled to controls: 0 for no effect and ±100 for the full control effect; nearly all actives have a fitted effect of over 40% in size
Target sequence (P08659 whole entry, looked up): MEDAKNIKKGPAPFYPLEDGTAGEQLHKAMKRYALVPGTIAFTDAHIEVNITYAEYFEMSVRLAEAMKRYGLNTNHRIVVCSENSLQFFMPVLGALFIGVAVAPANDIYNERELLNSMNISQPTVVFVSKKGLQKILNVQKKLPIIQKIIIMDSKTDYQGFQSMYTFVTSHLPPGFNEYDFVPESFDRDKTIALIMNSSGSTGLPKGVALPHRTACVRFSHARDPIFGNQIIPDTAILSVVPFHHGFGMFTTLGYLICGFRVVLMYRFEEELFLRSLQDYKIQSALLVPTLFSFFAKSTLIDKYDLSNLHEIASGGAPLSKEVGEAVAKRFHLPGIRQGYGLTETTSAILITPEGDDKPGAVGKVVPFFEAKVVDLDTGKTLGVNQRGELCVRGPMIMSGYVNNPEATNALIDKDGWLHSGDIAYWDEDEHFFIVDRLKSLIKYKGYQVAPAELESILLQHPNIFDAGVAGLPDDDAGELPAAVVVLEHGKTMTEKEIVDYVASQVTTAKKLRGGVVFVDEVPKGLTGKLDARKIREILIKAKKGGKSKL
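Here, luciferase activity is measured as luminescence following an 8 min room-temperature reaction at 10 uM ATP, pH 7.2. Every library sample is titrated.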
HBB splicing = modulators of hemoglobin beta chain splicing; HBB splicing reporter cell assay, activation; EGFP reporter with mutant IVS2-654 intron; response scale: normalised to 500 nM splice-correcting PNA; 0.06% of 65,000 active; AID 925; Potency, µM (series often up to 46.1 µM), for inactives: top-dose activation, usual class: activators; also: potency is read from the fitted curve at half-maximal effect; 0% is about no effect
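HeLa cells stably expressing EGFP interrupted by mutant beta-globin intron 2 (IVS2-654), 500/well in 2% FCS. Treated with compound for 2 days at 37C. Splicing correction scored as total well GFP intensity (488 nm excitation, 500-520 nm emission); 500 nM antisense PNA served as control.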
Ub-GFP proteasome = inhibits proteasome, raising ubiquitin-GFP reporter fluorescence | Ubiquitin-GFP reporter cells, proteasome inhibition, GFP fluorescence; response scale: untreated = 0%, 10 µM MG-132 = 100% | Potency, µM (highest dose often 45.9 µM), without a hit: top-dose activation (GFP accumulation), most hits filed as activators | 67,000 tested, under 10 active | AID 526; active = well fitted activation curve with a large enough effect, not every such curve was filed as active; inconclusive = small, poorly fitted or top-dose-only effect, or another doubt; inactive = no such curve, though single readings can be large or run the other way; also: potency is read from the fitted curve at half-maximal effect
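U2OS cells stably expressing ubiquitin(G76V)-GFP, seeded overnight in 0.5% FBS medium, were exposed to compounds (qHTS, 46 uM to 2.9 nM) for 4 hr at 37 °C. GFP-positive cells were counted by laser cytometry (488 ex/515 em), normalized between basal and 10 uM MG-132.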
ERK AVP inh = blocks ERK signaling stimulated by vasopressin. HEK293-V1b, vasopressin-stimulated pERK AlphaScreen. Potency, µM (top dose mostly 57.5 µM), inactives show top-dose activity, negative = inhibition, hits mostly inhibitors. 0.99% of 72,000 active. AID 995; also: potency is read from the fitted curve at half-maximal effect; % is scaled to controls: 0 for no effect and ±100 for the full control effect; nearly all actives have a fitted effect of over 55% in size
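Overnight-seeded V1b-HEK293 cells in 1% FBS got compound, then vasopressin (25 nM final, 5 min, 37C), then lysis buffer. AlphaScreen detection of phospho-ERK; activity normalized to basal and full-stimulation controls.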
4MU fluor = compound fluoresces in the 4-MU spectral region; max dye-equivalent concentration, M; 11% of 59,000 active; compound autofluorescence, 340/450 nm, 4-MU equivalents; hits give high values; in the data active = max dye-equivalent concentration above about 10 nM; inconclusive = mostly about 1.1 nM to 9.6 nM
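Compounds in 100 mM Tris, pH 8.0, sat 15 min at room temperature before fluorescence was read at 340 nm excitation/450 nm emission; a per-plate six-point 4-MU standard curve converted signals to dye-equivalent concentration at each compound concentration.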
CRE Fsk mod = modulators of forskolin-stimulated CRE signaling in CHO cells. CHO CRE-bla reporter (cAMP response element driving beta-lactamase), forskolin EC10, beta-lactamase ratio. Potency, µM (doses to about 38.2 µM), for inactives: at the highest dose activity change, negative = inhibition, actives largely listed as activators. 2.5% of 71,000 active; active = well fitted activation curve with a large enough effect in the signal ratio, with a control signal flat, not every such curve was filed as active; inconclusive = small, poorly fitted or top-dose-only effect, or effect the other way, or a change in a side signal; the % refers to the signal ratio; also: potency is read from the fitted curve at half-maximal effect; % of control where 0% means no effect
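Cells were plated overnight at 37 °C, exposed to compound titrations plus EC10 NKH 477 for 3 h, then given CCF4 dye for 2 h at room temperature. Blue/green (460/530 nm) ratio was converted to %Activity and AC50 values calculated.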
A350 fluor = A350 region autofluorescence | Compound autofluorescence, 340/450 nm, Alexa 350 dye-equivalents; hits give high values | max dye-equivalent concentration, M | 11% of 59,000 active; in the data active = max dye-equivalent concentration above about 10 nM; inconclusive = mostly about 1.1 nM to 9.6 nM
* marks the source's active call; other numbers are inactive results; i = inactive; ? = inconclusive; nt = no result given; [ ] = remark or other dose. Unless noted, calls follow the shape of the dose curve; as a rule, active = well fitted curve in the direction sought with a large enough effect; inconclusive = small, poorly fitted or top-dose-only effect, or another doubt; inactive = no such curve, though single readings can be large; an effect the other way counts as inactive or inconclusive.

SMILES,GFP derepression,Texas Red fluor,4MU fluor,CRE Fsk mod,Ub-GFP proteasome,ERK AVP inh,Fluorescein fluor,Hsp90 Hop PPI,HBB splicing,A350 fluor,FLuc inh
COc1ccc2nc(/N=C(\N)NC(=O)C(C)(C)C)nc(C)c2c1,0%[20.6 µM],i,1.7e-07M*,nt,nt,nt,i,nt,nt,1.9e-07M*,-5%[25.5 µM]
Cc1cc(C)n(-c2nc3c(c(=O)[nH]c(=O)n3C)n2Cc2ccc(F)cc2)n1,0%,i,i,-1%,17%,-7%,i,-3%,5.4%,i,0%
O=C(Oc1ccc(-c2cnc3ccccc3n2)cc1)c1ccco1,0%,nt,nt,?,-9%[9.17 µM],-21%,nt,-4%[11 µM],-4.0%[0.0738 µM],nt,5µM*
COc1cccc(-c2nnc3sc(-c4ccc(Cl)cc4)nn23)c1,-4%[20.6 µM],i,i,nt,nt,nt,i,nt,nt,i,2%[25.5 µM]
O=C(O)CCc1ccc(-c2ccccc2)n1NC(=O)c1ccco1,0%,i,2.2e-08M*,-5%,1%,-18%,i,-1%,-0.8%,2.6e-08M*,2%
CCOc1cccc(NC(=O)Cc2cccs2)c1,-2%,nt,nt,10%,19%,0%,nt,-1%,1.5%[9.22 µM],nt,-1%
Cn1cc(-c2nc3cnc(N4CCNCC4)nc3n(C)c2=O)c2ccccc21,16%[9.22 µM],i,?,?,-7%,12%,i,5%,0.5%,?,-4%[11.4 µM]
C/C(Nc1ccc(F)cc1)=C(/C#N)C(N)=O,0%,i,i,?,13%,-8%,?,-6%,3.2%,i,1%
CCS(=O)(=O)c1nc(NC(C)=O)n[nH]1,-1%,i,i,0%,-3%,-7%,?,-10%,-0.9%,i,5%
O=C(CCCNS(=O)(=O)c1ccc(Br)cc1)N1CC[C@@]2(O)CCCC[C@H]2C1,2%,i,i,6%,4%,1%,?,-4%,-1.9%[0.369 µM],i,1%
CCOC(=O)c1ccc(N2C(=O)c3n[nH]c(C)c3C2c2ccc(OC)c(OC)c2)cc1 (stereo unspecified),2%,?,?,?,-1%,-14%,i,-4%,-1.1%[57.5 µM],?,-2%
Cc1ccc(C2CC(c3ccc(C)cc3)n3nc(N)nc3N2)cc1 (stereo unspecified),nt,nt,nt,0%,23%,-16%,nt,-4%[2.3 µM],-0.1%,nt,-1%
O=C1CC(C(=O)O)c2ccccc2N1 (stereo unspecified),0%[20.6 µM],i,i,nt,nt,nt,i,nt,nt,i,-2%[25.5 µM]
CCC12CN3CC(CC)(CN(C1)C3c1ccc(OC(C)C)cc1)C2=O (stereo unspecified),0%,i,i,?,-13%,2%,?,3%,1.9%,i,1%
O=C(C1CCCO1)N1CCN(c2c3c(nc4cc(-c5ccc(F)cc5)nn24)CCC3)CC1 (stereo unspecified),1%,i,4.5e-08M*,-3%,-2%,-20%,i,-1%,-0.3%[57.5 µM],4.5e-08M*,-22%
COc1ccccc1N1CCN(C(=O)c2cc(C3CC3)on2)CC1,-3%,nt,nt,-12%,-3%,-1%,nt,-2%,1.3%,nt,0%
COc1cc(C2N(c3ccc(Cl)cc3)C(=O)C3CCCN32)cc(OC)c1OC (stereo unspecified),2%,nt,nt,0%,0%,-17%,nt,-4%,-0.2%,nt,-1%
Cc1ccccc1-c1nc(CN2CCC(C(=O)NCCCN3CCOCC3)CC2)c(C)o1,4%,i,i,13%,7%,3%,i,0%,3.9%[1.84 µM],?,0%
Cc1cc(C(=O)OCC(=O)N2CC(=O)Nc3ccccc32)no1,0%,i,i,-2%,-2%,-13%,?,-3%,1.9%,i,4%
COc1ccc(NC(=O)CCc2nc(-c3ccc(C)cc3)no2)c(OC)c1,13%,?,i,?,0%,19%,i,1%,-0.9%,i,-2%
NC(=O)C1CC(=O)N(c2ccc(OCC(=O)Nc3cccc(C(F)(F)F)c3)cc2)C1 (stereo unspecified),0%,i,?,-2%,5%,-2%,i,1%,nt,?,1%
Cc1cc(=O)oc2cc(OCC(=O)N3c4ccccc4CC3C)ccc12 (stereo unspecified),4%,i,1.9e-07M*,7%,1%,8%,?,?,-9.1%,2.9e-07M*,5%
COc1cccc(C2=NC(C)(C)NC(c3ccccc3O)C2)c1 (stereo unspecified),0%,i,i,-26%,7%,-1%,i,-5%,0.5%,i,?
Clc1ccc(SCCCCn2cncn2)cc1,5%,?,i,0%,-5%,-11%,i,0%,0.0%,i,-5%
CC(=O)N(Cc1cc2cc(C)c(C)cc2n2nnnc12)CC1COCCO1 (stereo unspecified),-1%,i,i,10%,3%,-14%,i,2%,nt,i,2%
COc1ccccc1NC(=O)CSc1nnc(C)o1,0%,i,i,-3%,0%,-7%,i,-2%,nt,i,2%
CCCCOC(=O)C1=C(C)Nc2ncnn2C1c1ccc(OC)c(OC)c1 (stereo unspecified),-1%,i,i,?,-1%,-19%,i,-6%,0.9%,i,5%
O=C(CSc1ncnc2nc[nH]c12)N1CCOCC1,-3%,nt,nt,?,16%[9.17 µM],2%,nt,-7%[11 µM],-1.9%[0.0738 µM],nt,0%
Oc1ccc2c(c1)oc1cc(O)ccc12,5%,?,i,?,-1%,-11%,?,-2%,-4.9%,?,-13%
CCOC(=O)C1=C(N)n2c(s/c(=C\c3cccnc3)c2=O)=C(C#N)C1c1cccnc1 (stereo unspecified),1%,i,i,4%,-1%,-14%,i,-2%,8.3%[0.369 µM],i,0%
Cc1cc(C)c(C(=O)OCCNC(=O)c2cccnc2)cc1C,3%,i,i,15%,-1%,7%,i,-1%,5.5%,i,4%
CN(C)c1ccc(NC(=O)CSCc2nc3c(nnn3Cc3ccc(F)cc3)c(=O)[nH]2)cc1,-1%,i,i,?,1%,-7%,i,-6%,0.2%,i,3%
COc1cccc(CN2CCN(C(=O)c3cccc4ccccc34)CC2)c1OC,-1%,i,i,-12%,2%,-7%,?,-1%,-0.3%[57.5 µM],i,4%
CCN1CCN(CC(=O)NC2CCCCC2)C(=O)C1=O,nt,nt,nt,-5%,7%,nt,nt,2%,-0.8%,nt,3%
CCOC(=O)C1=C(N)n2c(s/c(=C\c3ccco3)c2=O)=C(C(=O)OC(C)C)C1c1ccco1 (stereo unspecified),-6%[20.6 µM],i,i,nt,nt,nt,?,nt,nt,i,-7%[25.5 µM]
CCOc1ccc(C(=O)NCc2ccco2)cc1,-2%,nt,nt,-6%[7.6 µM],-9%[9.17 µM],-21%,nt,-9%[11 µM],-2.0%[0.0738 µM],nt,-2%
Clc1ccc2c(c1)[C@H]1OCC[C@H]1[C@@H](c1ccco1)N2,-4%,nt,nt,9%,-11%,-7%,nt,-2%,0.6%,nt,-7%
Cc1cc(NC(=O)C2CCCN(S(=O)(=O)c3c(C)noc3C)C2)n[nH]1 (stereo unspecified),nt,nt,nt,-6%,15%,-14%,nt,-5%[2.3 µM],-0.1%,nt,1%
O=C(Nc1cccc(C(F)(F)F)c1)C1C2CC3OC(=O)C1C3C2 (stereo unspecified),3%,i,i,8%,8%,-10%,?,2%,0.1%,i,-2%
O=C(NCc1ccco1)c1cc(-c2ccccc2)on1,0%,i,i,?,-3%,-1%,i,-5%,0.7%,i,1%
CCOC(=O)C1CCCN(CC(=O)Nc2c(C(=O)OC)[nH]c3ccc(Cl)cc23)C1 (stereo unspecified),2%,?,?,?,-1%,-1%,i,-1%,2.0%[1.84 µM],?,4%
CCOCCCNC(=O)Cn1nc(-c2ccccc2)ccc1=O,-6%,nt,nt,-3%,7%,-17%,nt,1%,-0.5%,nt,1%
CCOC(=O)c1sc(=NC(=O)c2ccc(S(=O)(=O)N3CCOCC3)cc2)n(C)c1C,0%,i,7.4e-08M*,4%,5%,3%,i,1%,-0.2%,7.3e-08M*,1%
Cc1ccc(-c2n[nH]c(=S)n2C)cc1,-4%,nt,nt,4%,16%,-24%,nt,-4%,-0.6%[9.22 µM],nt,-1%
Cc1cc(C(=O)OCn2nnc3ccccc3c2=O)c(C)n1-c1ccccc1,-3%,i,i,4µM*,5%,?,i,?,3.3%,i,-9%
O=C(Nc1ccc(Br)cc1Cl)Nn1cnnc1,-2%,i,i,6%,-2%,-16%,?,0%,1.3%,?,0%
Cc1cccn2c(=O)c3cc(C#N)c(=N)n(Cc4ccncc4)c3nc12,-4%[20.6 µM],i,6.8e-08M*,nt,nt,nt,?,nt,nt,7e-08M*,3%[25.5 µM]

Only part of the results is shown; rates above refer to the full screens.
